Compound activity from PubChem BioAssay.
AHR activator: activators of human aryl hydrocarbon receptor; P35869; AHR-responsive luciferase reporter cells, luminescence; activation, % at 5 µM; 320,000 compounds, 2.5% hits; in the data active = activation above about 47%;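 also: 0% = vehicle wells and 100% = reference agonist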
PP5 inh: PP5 (human) phosphatase inhibition | purified PP5c, OMFP substrate fluorescence | inhibition, % at 6.7 µM | 320,000 compounds, 0.18% hits;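 active = inhibition above the campaign's mean inhibition across all tested compounds plus 3 SD, cut at about 9.5% in these data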;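 also: 0% = DMSO only and 100% = 100 µM cantharidin control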
PP1 inh: PP1-alpha (human) inhibition in PP5 counter-screen; purified PP1alpha, OMFP fluorescence; inhibition, % at 6.7 µM; 320,000 compounds, 0.9% hits; AID 2235;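 active = inhibition above the mean inhibition of all tested compounds plus 3 SD, computed separately for each screening campaign, cut at about 15% in these data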
Target sequence (P62136 whole entry, looked up): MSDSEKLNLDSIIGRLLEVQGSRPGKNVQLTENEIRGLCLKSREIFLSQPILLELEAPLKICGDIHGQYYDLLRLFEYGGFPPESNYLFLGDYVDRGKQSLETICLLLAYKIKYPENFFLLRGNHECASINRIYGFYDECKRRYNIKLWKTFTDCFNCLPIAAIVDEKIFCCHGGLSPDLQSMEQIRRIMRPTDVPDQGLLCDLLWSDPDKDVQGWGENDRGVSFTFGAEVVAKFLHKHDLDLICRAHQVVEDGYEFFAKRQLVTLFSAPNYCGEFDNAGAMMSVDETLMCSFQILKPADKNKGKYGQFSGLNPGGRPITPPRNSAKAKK
PAFAH2 inh: PAFAH2 (human) inhibition | 340,000 compounds, 0.99% hits | recombinant PAFAH2, FP-rhodamine activity probe, fluorescence polarization | Q99487 | inhibition, % at 3.39 µM;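 active = inhibition above the mean over all tested compounds plus 3 SD, cut at about 30% in these data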;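 also: inhibitors block probe labeling of enzyme so polarization drops; 0% = enzyme with DMSO and 100% = wells lacking PAFAH2 protein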
HCV core dimer: HCV core protein dimerization inhibition; inhibition, % at 5 µM; TR-FRET GST/Flag-core106 dimerization, 1536-well; 300,000 compounds, 0.33% hits;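 active = inhibition above the mean of all tested compounds plus 3 SD, set per screening campaign, cut at about 45% in these data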
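Material: GST/Flag-tagged HCV core106 proteins. Incubation: 4 h, 22.5 °C incubation. Read-out basis: inhibition (%) from 671 over 617 nm ratio. Measured by: TR-FRET, excitation 340 nm, emission 617 and 671 nm.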
TPT1 inhibitor: blocks Candida albicans tRNA 2'-phosphotransferase. recombinant caTPT1, FP RNA substrate dephosphorylation. inhibition, % at 5 µM. 300,000 compounds, 0.81% hits. AID 1962;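 active = inhibition above the mean of all tested compounds plus 3 SD, set per screening campaign, cut at about 24% in these data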;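 also: plate controls were DMSO alone for no effect and ferristatin control at 100 nM for full effect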
procasp3 activ: activators of human procaspase-3; recombinant procaspase-3 D3A, Ac-DEVD-pNA absorbance 405 nm; activation, % at 8.5 µM; 330,000 compounds, 0.11% hits;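 active = activation above the mean of all tested compounds plus 3 SD, cut at about 21% in these data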;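 also: 0% = DMSO alone and 100% = DMSO wells spiked with extra 5 µM PC-3 D3A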
Target sequence (P42574 whole entry D9A/D28A/D175A): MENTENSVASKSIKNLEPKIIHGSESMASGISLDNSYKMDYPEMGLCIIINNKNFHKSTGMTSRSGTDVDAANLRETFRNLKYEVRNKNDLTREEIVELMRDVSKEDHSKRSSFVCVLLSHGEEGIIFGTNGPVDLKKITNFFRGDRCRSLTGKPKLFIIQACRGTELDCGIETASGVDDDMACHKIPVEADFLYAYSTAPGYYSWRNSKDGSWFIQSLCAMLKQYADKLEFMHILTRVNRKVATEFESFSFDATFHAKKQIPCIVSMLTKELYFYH
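Compound: 8.5 µM single point, 0.8% DMSO / Material: Autoprocessing-dead procaspase-3 D3A mutant enzyme / Timing: 1 h preincubation plus 2 h reaction at 25 °C / Medium: Zinc-free HEPES/NaCl buffer with 0.01% Triton X-100 at pH 7.4 / Technique: 405 nm absorbance of p-nitroaniline, reads at 0 and 120 min / Repeats: one well per compound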
proCasp7 act: counter-screen: procaspase-7 (human) activation; 330,000 compounds, 0.093% hits; P55210; activation, % at 8.5 µM; AID 463210; recombinant procaspase-7, Ac-DEVD-pNA absorbance 405 nm; D23A/D198A/D206A triple mutant, cannot self-cleave; scale: DMSO 0, 5 µM enzyme 100;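 active = percent activation above the screen-wide mean plus 3 SD, cut at about 25% in these data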
Target sequence (P55210 whole entry D23A/D198A/D206A): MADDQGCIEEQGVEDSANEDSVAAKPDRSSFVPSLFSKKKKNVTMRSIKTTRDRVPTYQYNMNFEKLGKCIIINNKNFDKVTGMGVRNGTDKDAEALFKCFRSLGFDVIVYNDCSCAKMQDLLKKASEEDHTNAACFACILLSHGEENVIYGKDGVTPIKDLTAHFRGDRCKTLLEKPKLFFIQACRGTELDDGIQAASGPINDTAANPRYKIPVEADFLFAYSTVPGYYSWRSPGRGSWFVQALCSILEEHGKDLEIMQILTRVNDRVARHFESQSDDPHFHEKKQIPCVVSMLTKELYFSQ
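System: Uncleavable procaspase-7 mutant enzyme; Amount: 2 µM procaspase-7 mutant as dispensed; Schedule: 1 h compound preincubation, 2 h substrate cleavage, 25 °C; Measured by: 405 nm absorbance of p-nitroaniline; Evaluation: percent activation from buffer-corrected 0–120 min absorbance change; Control set: low DMSO alone, high DMSO plus 5 µM PC-7.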
Fh CTSL1 inh: blocks F. hepatica cathepsin L1 in PFM18AAP counter-screen; AID 1906; 300,000 compounds, 0.49% hits; inhibition, % at 5.96 µM; recombinant F. hepatica cathepsin L1, Z-Leu-Arg-MCA fluorescence;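 active = inhibition above the mean of all tested compounds plus 3 SD, set per screening campaign, cut at about 17% in these data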;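 also: 0% = plate median of test compound wells and 100% = 1 µM Z-Phe-Ala-diazomethylketone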
* marks the source's active call; other numbers are inactive results; / = not tested or not shown.

SMILES	AHR activator	PP5 inh	PP1 inh	PAFAH2 inh	HCV core dimer	TPT1 inhibitor	procasp3 activ	proCasp7 act	Fh CTSL1 inh
CCN1CCN(c2ccc(S(=O)(=O)N3CCCCC3)cc2NC(=O)c2ccc(OC(F)F)cc2)CC1	-2	5.1	-2	0	0	5	3	-9	5
CCC(Sc1nc2c(c(=O)n1CC)SC(C)C2)C(=O)OC (stereo unspecified)	1	-1.4	1	0	-14	-1	1	5	3
O=C(CSc1nccn1-c1cccc(F)c1)NC1CCCC1	1	/	/	1	/	/	9	6	/
O=C1CCCCC1Oc1ccc2ccc(=O)oc2c1 (stereo unspecified)	3	0.8	-2	-2	5	4	-3	-1	0
COc1ccc(CC(=O)N2CCN(C(=O)Cc3ccc(OC)cc3)CC2)cc1	1	-2.5	-3	-2	9	2	-2	-13	-1
COc1cccc(C2SCC(=O)N2c2ccc(Cl)cc2)c1OC (stereo unspecified)	-4	1.5	0	16	-10	-1	4	-8	0
CN(CCO)C(=O)c1cccc2c1-c1ccccc1C2=O	0	2.6	-4	0	-3	0	11	13	-1
CN(C)CCSc1nc(N)c2c3c(sc2n1)COC(C)(C)C3	4	1.3	-13	-3	-2	0	-5	-27	7
CCOC(=O)C1=C(C)N(C)C(=O)NC1c1cc2c(cc1Br)OCO2 (stereo unspecified)	2	0.1	3	-1	4	3	0	5	1
O=C(COc1ccc(Cl)cc1)NCc1nnc(SCC(=O)NC2CCCC2)o1	-1	2.1	2	6	-8	-3	5	16	1
Cn1c(CN2CCOCC2)nnc1SCC(=O)Nc1cc(Cl)ccc1Cl	3	0.4	0	-6	-10	0	4	7	-4
C#Cc1cccc(C(=O)N2CCCC(CCC(=O)NCc3ccccc3F)C2)c1 (stereo unspecified)	26	3.7	-2	-7	0	-2	-7	6	1
COc1ccccc1C(=O)NC(CCSC)C(=O)NCCCn1nc(C)cc1C (stereo unspecified)	0	-0.1	-5	2	-2	-2	-2	4	1
CCOCCn1c(=O)c2c(nc3n2CCN3c2ccc(C)cc2)n(C)c1=O	12	0.8	-6	3	-4	3	1	-5	2
O=C(Cn1nnc(-c2cccs2)n1)N1CCOCC1	0	1.8	1	-5	-4	-3	-1	-3	-4
Cc1ccc(N(CC(=O)NCc2ccco2)C(=O)CCC(=O)Nc2nccs2)c(C)c1	5	1.7	3	6	3	-1	1	3	-1
S=C(Nc1ccc(Cl)cc1Cl)N1CCCC1	2	2.2	2	1	-12	1	1	-2	-2
CCNC(=O)NC(=O)C(C)Sc1nc2ccccc2c(=O)n1-c1cccnc1 (stereo unspecified)	2	2.2	-1	-6	9	-3	-5	9	-1
COc1ccc(C(C(=O)NC2CCCCC2)N(C(=O)c2ccco2)c2ccccc2C(C)=O)cc1OC (stereo unspecified)	2	1.2	3	7	-5	-1	-4	-6	-3
CCn1c(N2CCN(CC(=O)Nc3cccc(C)c3C)CC2)nc2ccccc21	3	-0.1	2	2	-1	-6	0	0	-3
C/C=C/Cn1cccc(C(=O)Nc2ccc(OC)cc2)c1=O	6	-2.6	-2	-2	-2	-3	3	5	1
CC(C)c1ccc(CCNC(=O)CCNC(=O)c2ccc(Br)cc2)cc1	-2	-0.6	-1	-8	-6	0	4	0	-1
CCN(CC)c1ccc(C(=O)NNC(=O)CN2C(=O)NC3(CCCCC3)C2=O)cc1	3	1.5	3	2	0	1	-4	12	-3
CC1(C)CC(=O)C2=C(C1)c1c(ccc3ccccc13)NC2c1ccco1 (stereo unspecified)	46	4.5	1	2	17	-4	-33	-54	2
O=S(=O)(Nc1ccc(F)cc1)c1ccc(NS(=O)(=O)c2cccs2)cc1	-1	4.5	-1	2	2	-1	11	5	0
SMILES	AHR activator	PP5 inh	PP1 inh	PAFAH2 inh	HCV core dimer	TPT1 inhibitor	procasp3 activ	proCasp7 act	Fh CTSL1 inh
CCc1nc2ccc(C(=O)Nc3ccc(NC(C)=O)cc3)cc2nc1CC	-2	1.1	1	-4	0	1	-9	7	-3
C=CCOc1ccc(CNn2c(C)n[nH]c2=S)cc1OC	6	-0.4	-4	1	-8	2	0	-3	1
Cn1c(SCC(=O)NC2CC2)nnc1C1CC1	-3	1.9	9	2	0	0	7	3	-2
O=C(O)/C=C/c1ccc2ccccc2n1	1	3.1	-2	-7	-6	1	3	-3	-1
CSc1nc(O)c(Nc2cccc(Cl)c2)c(=O)[nH]1	3	-2.1	1	10	-13	-1	0	-13	-1
CCCCN(C)CCN1C(=O)C2C(C(=O)Nc3ccc(Cl)cc3)C3C=CC2(O3)C1C(=O)NC1CCCCC1 (stereo unspecified)	1	0.4	-2	-6	7	1	5	5	6
CC(C)N1C(=O)c2ccccc2N(Cc2ccccc2)S1(=O)=O	0	3.7	0	1	1	-1	-4	-1	1
O=C(COC(=O)c1ccccc1C(=O)N1CCN(c2ccccc2)CC1)Nc1ccccc1	6	-1.3	0	63*	3	-6	11	3	-5
COc1ccc(CCn2ccc(O)c(Cc3ccc(Cl)cc3)c2=O)cc1OC	-3	-1.8	0	2	7	-5	-4	5	5
COc1ccc(NC(=O)CN(C)C(=O)c2cccc(S(=O)(=O)Nc3ccc(OC)cc3)c2)cc1	2	1.4	1	5	1	4	0	-6	0
CC(O)(CS(=O)(=O)Cc1ccc(Cl)cc1)C(=O)Nc1cccc(C(F)(F)F)c1 (stereo unspecified)	0	4.1	-3	-6	-4	-2	14	5	1
CCSc1nnc(NC(=O)CSc2nccn2-c2cccc(C)c2C)s1	10	4.8	0	/	16	6	5	3	1
O=C1/C(=C/c2cccnc2)Cc2ccc(Cl)cc21	7	0.9	3	5	-13	0	-2	-6	0
CCOc1ccc(S(=O)(=O)N2CCN(CC)CC2)cc1NC(=O)c1ccccc1F	-5	1.3	2	16	2	1	0	0	-5
Cc1nn(C)c(C)c1CCC(=O)NC1CC(C)(C)Cc2c1cnn2-c1ccccc1 (stereo unspecified)	-1	-0.9	0	-6	-3	-2	13	-5	0
COc1ccc(OC)c2[nH]c(=O)c(CCNC(=O)C(C)C)cc12	-1	3.3	0	5	1	2	1	5	-1
Cc1c(C(=O)N2CCOCC2)cc(C(C)(C)C)n1-c1ccccc1	-1	2.0	-1	6	-7	-3	1	-11	1
Cc1cc(N2C(=O)C(O)=C(C(=O)c3cccs3)C2c2cccc(O)c2)no1 (stereo unspecified)	1	-2.7	7	1	1	1	-6	-17	-1
COc1ccc(C(C(=O)NC(C)(C)C)N(C(=O)CCC(=O)Nc2cc(C)on2)c2ccccc2F)cc1 (stereo unspecified)	-1	1.4	3	0	5	-2	-5	-6	2
Cc1cccc(Nc2cc(C)nc3ccccc23)c1	6	0.4	0	6	4	3	-7	-2	-1
COc1cccc(/C=N/NC(=O)CNC(=O)COc2ccccc2)c1O	9	-0.5	-4	3	-1	-2	-1	2	-3
CCSc1ccccc1C(=O)NCc1ccc(OC)cc1	-1	2.4	0	-5	3	1	12	-11	-5
O=C(c1ccccc1F)N(NC(=O)C(O)(c1ccccc1)c1ccccc1)c1ccccc1	2	1.6	17*	4	10	-4	1	7	0
O=C(N/N=C/c1cn(-c2ccccc2)nc1-c1cc2ccccc2o1)c1ccccc1Br	31	1.3	8	-59	23	-2	-6	2	-2
O=C(COc1ccc(F)cc1)N(CC1=CCS(=O)(=O)C1)c1ccccc1	0	1.7	-4	6	-7	1	-1	-6	-3
SMILES	AHR activator	PP5 inh	PP1 inh	PAFAH2 inh	HCV core dimer	TPT1 inhibitor	procasp3 activ	proCasp7 act	Fh CTSL1 inh
Cc1ccc2c(CN3CCN(CCO)CC3)cc(=O)oc2c1C	1	-1.6	-3	6	-7	-3	2	-2	3
N#C/C(C(=O)Oc1ccccc1)=C1\C=CC=CN1	4	2.1	-3	6	9	-3	-5	0	4
CCOC(=O)C1CCN(C(=O)C2CCN(S(=O)(=O)N3CCC4(CC3)OCCO4)CC2)CC1	2	1.0	-5	0	11	1	3	0	0
O=C(N/N=C/c1ccc[nH]1)c1ccncc1	34	2.8	-4	6	-10	-3	-2	-11	1
Cc1ccc(C(=O)C(C)OC(=O)Cc2n[nH]c(=O)c3ccccc23)cc1C (stereo unspecified)	-1	-1.9	-3	0	3	2	2	4	-3
Cc1nc(NCc2ccco2)c2c3c(sc2n1)CCC3	10	-1.1	-11	-2	19	1	-19	-32	1
CCc1ccc2nc(N(CCN(C)C)C(=O)c3ccc4ccccc4c3)sc2c1	5	-1.1	-5	2	1	0	3	8	-2
COc1ccc([N+](=O)[O-])cc1NC(=O)c1cn(-c2ccc(C)c(C)c2)c(=O)c2ccccc12	0	0.9	-4	-2	34	0	-5	1	-1
CCc1ccc(Cn2nnc(C(=O)Nc3cccc(C)c3)c2N)cc1	20	-0.1	-2	2	1	-4	0	1	3
CC(NC(=O)c1cc(-c2ccncc2)nc2ccc(Br)cc12)C1CCCO1 (stereo unspecified)	22	0.1	-2	-3	14	2	1	4	5
Cc1nonc1C1CCCN1Cc1nc(-c2ccccc2Cl)oc1C (stereo unspecified)	5	0.0	4	0	5	2	-7	4	0
FC(F)(F)c1cc(-c2cccs2)nc2ncnn12	1	-2.2	-6	0	3	0	-2	0	2
CC(=O)c1ccc(NS(=O)(=O)c2ccc(-c3cnc(C4CC4)o3)cc2)cc1	2	1.5	-1	6	-7	0	9	2	2
Cc1cccc(C(=O)NC2CCN(CC(=O)N3CCOCC3)CC2)c1	1	2.6	-3	5	-3	2	6	-7	-1
COC(=O)c1c(-c2ccc(C)cc2)csc1N	2	5.8	-1	6	-5	-4	-2	-1	1
O=c1oc(-c2ccc(Br)cc2)nc2ccccc12	28	2.4	2	76*	12	-5	4	-1	0
COc1ccccc1OCCC(=O)Nc1nc(C)cs1	4	-1.5	0	4	-1	-1	2	-3	-2
O=C(COC(=O)C1(c2ccccc2)CC1)N1CCN(c2ccc(F)cc2)CC1	0	5.0	3	0	12	-5	3	0	-5
CN(C(=O)COC(=O)c1ccc(S(=O)(=O)N2CCOCC2)cc1)c1ccccc1	-1	/	/	5	/	/	8	4	/
COc1ccc(NC(=O)C(c2ccccc2)N(C)C(=O)c2cnccn2)cc1 (stereo unspecified)	0	-0.5	-4	8	-6	-6	0	-1	-5
CC(=O)N/C(=C\c1ccccc1)C(=O)OCc1ccc(C)cc1	2	-0.9	1	-6	-7	0	9	-2	1
Cc1cc(NC(=O)c2cc(-c3ccco3)on2)no1	-2	-2.9	-4	0	-5	-2	-1	1	1
